D2 antag = antagonists of human D2 dopamine receptor | P14416 | HEK293 TREx D2 cells, calcium flux, dopamine EC80 | inhibition, % at 10 µM | hit rate 2% among 340,000 | AID 485344; in the data active = inhibition above about 30%; also: 0% is about no effect
Target sequence (P14416 whole entry, looked up): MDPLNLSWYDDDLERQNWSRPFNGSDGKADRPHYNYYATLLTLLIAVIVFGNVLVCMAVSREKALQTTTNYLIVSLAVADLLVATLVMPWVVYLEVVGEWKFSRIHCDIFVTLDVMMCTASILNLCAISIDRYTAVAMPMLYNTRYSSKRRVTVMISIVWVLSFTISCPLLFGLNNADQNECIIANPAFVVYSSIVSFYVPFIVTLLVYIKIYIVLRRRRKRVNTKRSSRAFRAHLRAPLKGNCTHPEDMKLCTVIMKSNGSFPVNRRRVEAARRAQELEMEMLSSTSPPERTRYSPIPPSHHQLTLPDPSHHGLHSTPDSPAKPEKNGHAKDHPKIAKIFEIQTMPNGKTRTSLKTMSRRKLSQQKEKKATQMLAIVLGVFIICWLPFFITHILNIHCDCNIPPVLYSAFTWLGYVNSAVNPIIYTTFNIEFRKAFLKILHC
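Tetracycline-induced HEK293 T-REx cells expressing D2 force-coupled to calcium signalling were dye-loaded, exposed to compound for 180 s, then challenged with an EC80 of dopamine; calcium flux was followed kinetically for a further 180 s.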
TrxR1 inh = inhibitors of rat thioredoxin reductase 1; O89049; recombinant rTrxR1, NADPH fluorescence consumption, selenite substrate; Potency, µM (doses to about 114 µM), inactives show at the highest dose activity change, negative = inhibition, hits mostly inhibitors; hit rate 1% among 390,000; also: potency is read from the fitted curve at half-maximal effect; % is scaled to controls: 0 for no effect and ±100 for the full control effect; nearly all actives have a fitted effect of over 65% in size
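Rat TrxR1 (90 nM in the dispensed reagent) was pre-reduced with 400 uM NADPH for 5 min at room temperature, then incubated with compound for 15 min. After 400 uM selenite was added, NADPH fluorescence (Ex 340/Em 450 nm) was followed for 8 min.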
TrxR1 substrate = is turned over as a substrate by rat TrxR1. O89049. purified TrxR1 substrate turnover, NADPH consumption readout. Potency, µM (highest dose often 114 µM), for inactives: at the top dose activity change, negative = substrate turnover. hit rate 0.01% among 390,000. AID 588456; also: potency is read from the fitted curve at half-maximal effect; % is scaled to controls: 0 for no effect and ±100 for the full control effect; nearly all actives have a fitted effect of over 50% in size
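Rat TrxR1, dispensed at 90 nM, was prereduced with 400 uM NADPH (final) for 5 min at ~22 deg C, then incubated with compound 15 min before 400 uM selenite. A first-read NADPH fluorescence drop versus no-compound background flagged substrates.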
TRHR enhancer = allosterically enhances the human TRH receptor | P34981 | TRHR cells, fluo-8 calcium fluorescence, EC20 TRH enhancement | enhancement, % at 2 µM | hit rate 0.66% among 360,000 | AID 493056; in the data active = enhancement above about 30%; also: 0% is about no effect
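TRHR-expressing cells loaded with fluo-8 calcium dye were read kinetically (ex 480/em 530) during compound addition, then stimulated with an EC20 of TRH (10 nM final). Enhancement of the Gq-mediated intracellular calcium response was scored.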
D2 ag = agonists of human D2 dopamine receptor. HEK293 T-REx D2 cells, calcium flux agonist mode. activation, % at 2 µM. hit rate 0.53% among 340,000. AID 485358;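 active = activation over 3 SD above normal in the single-dose calcium agonist read, cut at about 30% in these data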; also: 0% is about no effect
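Calcium-flux readout, 1 cycle/sec over 180 s following compound pin transfer, in inducible HEK293 Trex D2 cells (force-coupled); dopamine controls included. Positive calcium responses during this window marked compounds as potential agonists.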
TRHR agonist = activates the human TRH receptor; P34981; activation, % at 2 µM; hit rate 0.18% among 360,000; TRHR cells, calcium flux fluo-8, FDSS agonist mode; in the data active = activation above about 30%; also: 0% is about no effect
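Fluo-8-loaded TRHR cells; 10 s baseline, compound added, kinetic Ca2+ fluorescence read 1/s, agonist mode.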
mIDH1 inhibitor = inhibitors of human mutant IDH1 R132H | IDH1-R132H enzyme, NADPH consumption, diaphorase/resazurin fluorescence | Potency, µM (doses to about 76.6 µM), for the others: at the top dose activity change, negative = inhibition, usual class: inhibitors | O75874 | hit rate 0.093% among 390,000; also: potency is read from the fitted curve at half-maximal effect; % is scaled to controls: 0 for no effect and ±100 for the full control effect; nearly all actives have a fitted effect of over 65% in size
Target sequence (O75874 whole entry R132H, stated change not applied): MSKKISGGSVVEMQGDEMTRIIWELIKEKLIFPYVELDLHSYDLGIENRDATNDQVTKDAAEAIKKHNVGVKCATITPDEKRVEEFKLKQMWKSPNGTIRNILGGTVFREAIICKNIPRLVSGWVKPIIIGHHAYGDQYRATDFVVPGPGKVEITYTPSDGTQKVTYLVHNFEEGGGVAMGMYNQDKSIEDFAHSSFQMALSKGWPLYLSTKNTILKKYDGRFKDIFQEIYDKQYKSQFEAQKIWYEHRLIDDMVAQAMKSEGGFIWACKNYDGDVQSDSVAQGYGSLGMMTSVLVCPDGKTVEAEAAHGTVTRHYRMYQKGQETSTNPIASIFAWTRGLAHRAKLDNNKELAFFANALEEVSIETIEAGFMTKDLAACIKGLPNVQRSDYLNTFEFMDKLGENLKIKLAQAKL
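IDH1-R132H (0.5 ug/mL dispensed) in pH 7.5 Tris buffer was preincubated 30 min with compound, then given a substrate mix of 0.016 mM NADPH and 2 mM alpha-KG for 80 min at room temperature; remaining NADPH was read by diaphorase/resazurin fluorescence.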
USP1 inh = USP1/UAF1 (human) deubiquitinase inhibition; Potency, µM (top dose mostly 57.1 µM), inactives show at the highest dose activity change, negative = inhibition, actives largely listed as inhibitors; hit rate 0.23% among 390,000; recombinant USP1/UAF1, Ub-Rhodamine cleavage fluorescence; O94782; also: potency is read from the fitted curve at half-maximal effect; % is scaled to controls: 0 for no effect and ±100 for the full control effect; nearly all actives have a fitted effect of over 60% in size; inactives centre near -12
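Step one: compound is pinned into 1nM USP1/UAF1 in HEPES pH 7.8 buffer with TCEP. Step two: 15 min room-temperature incubation. Step three: Ub-Rho (150nM final) starts cleavage, tracked by fluorescence over six one-minute reads.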
PI4K2A block = inhibitors of human PI4K2A. Q9BTU6. purified PI4K2A, ADP-Glo luminescence, 1 h; stronger effect = lower value. activity change, negative = inhibition, % at 76.9 µM. hit rate 0.13% among 420,000; in the data active = activity change below about -50%; inconclusive = mostly about -30% to -49%;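 also: -100% = wells without enzyme as full effect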
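ADP-Glo luminescence measured ADP generated by PI4K2A enzyme (4 ug/mL before mixing) with 1.2 mM PI substrate (pre-mix) and 300 microM ATP (pre-mix). Tris pH7.5 buffer with MgCl2, Triton X-100; 1 h reaction at ambient temperature.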
Starred values were filed as active, the others as inactive; ? = inconclusive; nt = not tested or not shown; & = joins results of further samples; [ ] = dose if it differs, or a comment. Unless noted, calls follow the shape of the dose curve; as a rule, active = well fitted inhibition curve with a large enough effect; inconclusive = small, poorly fitted or top-dose-only effect; inactive = no such curve, though single readings can be large or run the other way.

Under each structure – D2 antag	TrxR1 inh	TrxR1 substrate	TRHR enhancer	D2 ag	TRHR agonist	mIDH1 inhibitor	USP1 inh	PI4K2A block
- Cc1ccc(SCc2cn3cc(Cl)ccc3n2)cc1
→ 10	2%	-1%	-3	-0.9	0.3	4%	-12%	9
- Cn1ccc(/C=N/N=C2/NC(=O)CS2)n1
→ -6	4%[57.1 µM]	1%[57.1 µM]	5	0.5	-0.6	2%	-3%	1
- O=C(CN(C(=O)c1csnn1)c1ccc(Cl)cc1)NCc1ccc2c(c1)OCO2
→ 13	33%[57.1 µM]	-12%[57.1 µM]	1	16	-0.6	5%	-16%	-2
- CC(=O)O/N=C/c1c(NCc2ccccc2)nc2c(C)cccn2c1=O
→ -7	-7%[57.1 µM]	22%	1	-0.6	-0.1	11%	?	1
- CCCN1CCN(C(=O)C2CCN(S(=O)(=O)c3ccc4c(c3)oc(=O)n4C)CC2)CC1
→ nt	27%	5%	7	nt	0.6	15%	-12%	7
- C=CCN1CCN(C(=O)c2oc3ccccc3c2C)CC1
→ 14	11%[57.1 µM]	-5%[57.1 µM]	-4	0.4	-0.4	8%	-27%	-11
- Clc1ccccc1C=NNc1ccccn1
→ nt	8%[11.4 µM]	12%[57.1 µM]	nt	nt	nt	9%	-7%	-2
- O=C(Nc1nnc(-c2cccs2)o1)c1cccc(C(F)(F)F)c1
→ 11	1%	-15%	7	-0.6	-0.6	0%	-4%	-8
- CN(C)c1ccc(/C=N/N2CCN(c3ccccn3)CC2)cc1
→ 16	11%	-8%	-1	45*	1.8	-1%	-14%	-14
- CN(C)c1nc(SCc2ccc(Cl)cc2)nc2c1CCCC2
→ -8	6%	-3%	1	0.6	0.0	7%	-14%	4
- CC(C)(C)C(=O)NC(=C(Cl)Cl)P(=O)(O)O
→ 12	27%[57.1 µM]	9%[57.1 µM]	3	-0.1	0.6	3%	-8%	0
- CCC1CCCCN1CCCNC(=O)CN1C(=O)CSc2ccc(S(=O)(=O)N3CCC(C)CC3)cc21 (configuration not stated)
→ 5	27%	4%	-8&5	-0.6&-0.5	-0.1&-0.5	-6%&25%	-10%&-17%	2&-10
- S=c1[nH]nc(-c2ccccn2)n1/N=C/c1cccs1
→ 3	?	-20%	1	0.5	1.4	2%	-5%	1
- Cc1cccc(C(=O)O/N=C(\N)c2ccccn2)c1
→ -5	8%	2%	-7	-0.9	-0.3	11%	?	?
- O=C(CN1C(=O)CSc2ccc(S(=O)(=O)N3CCCCC3)cc21)NCc1ccccc1Cl
→ 3	-20%	-10%	-11	0.6	0.2	2%	-22%	2
- Cn1c(=O)c2c(nc(Oc3ccc(F)cc3)n2Cc2ccc(F)cc2)n(C)c1=O
→ nt	9%[57.1 µM]	-6%[57.1 µM]	-4	1.4	-0.9	0%	-22%	1
- CC(=O)Nc1sc2c(c1C(c1ccc(Cl)cc1)N1CCOCC1)CCCC2 (configuration not stated)
→ -3	-6%	-2%	10	-0.5	-0.3	5%	-17%	1
- CCc1nnc(NC(=O)CCN2C(=O)/C(=C/c3cc(OC)c(OC)c(OC)c3)SC2=S)s1
→ -12	19%	4%	-1	1.0	2.6	2%	-12%	1
- Cc1c(O)ccc(C(=O)CN2CCN(c3ccc(F)cc3)CC2)c1O
→ -6	?	-18%	-3	0.3	0.2	-2%	-10%	7
- CC(C)c1ccc2c(c1)[C@H]1OCC[C@H]1[C@@H](c1cccs1)N2
→ 12	1%	-7%	4	0.2	-0.1	-3%	-27%	-1
- COc1ccc2nc(Nc3nc4cc5c(cc4s3)OCCO5)sc2c1
→ -4	-7%	-1%	-7	-0.7	0.1	-3%	-23%	-4
- CCOc1cc(-c2nc3n(c(=O)c2C#N)CCS3)ccc1O
→ nt	-2%	-8%	0	nt	7.9	8%	-20%	-6
- CCC(C(=O)Nc1ncc(C)s1)c1ccccc1 (configuration not stated)
→ 0	2%	-9%	-3	-0.4	0.7	0%	-3%	1
- COCCCNC(=O)CC(NCCCOC)C(=O)O (configuration not stated)
→ -6	-5%[57.1 µM]	7%[57.1 µM]	0	0.8	0.1	0%	0%	4
- CS(=O)(=O)c1ccc(C(=O)Nc2ccc(N3CCCC3)cc2)c(Cl)c1
→ 13	9%[57.1 µM]	1%[57.1 µM]	2	-0.1	-0.2	-5%	-21%	5
- O=C(O)COc1ccccc1C=NNC(=O)c1ccc(NS(=O)(=O)c2cccs2)cc1
→ nt	-7%	-11%	nt	nt	nt	0%	-11%	-3
- COc1ccc(C(=O)N2CCC(C(=O)N3CCN(c4ccc(OC)cc4)CC3)CC2)cc1
→ 5	43%[57.1 µM]	13%[57.1 µM]	7	1.0	-0.4	4%	-5%	2
- COc1ccc(-c2cc(C(F)(F)F)n3nc(C(=O)NCC45CC6CC(CC(C6)C4)C5)cc3n2)cc1
→ nt	-24%	48%[activator]	0	-0.9	5.1	4%	-10%	2
- O=C(Cc1cccs1)NCCc1csc(-c2ccccc2)n1
→ -8	-1%	5%	-2	-1.5	-0.8	7%	-6%	-2
- CCOC(=O)c1cc(C)n(-n2cnnc2)c1C
→ -17	8%[57.1 µM]	5%[57.1 µM]	1	-0.4	1.0	0%	-11%	1
- O=C(Nc1cccc(S(=O)(=O)C(F)F)c1)c1ccc(Cl)c(S(=O)(=O)N2CCOCC2)c1
→ 7	0%	-10%	-5	1.0	0.1	3%	-19%	-2
- CC(=O)c1ccc(NC(=O)NC2CC(=O)N(c3ccc4c(c3)OCCO4)C2)cc1 (configuration not stated)
→ nt	1%[57.1 µM]	-3%[57.1 µM]	5	nt	0.2	2%	-6%	-2
- CC1CCN(c2c(NCC3CCC(C(=O)N4CCCCC4)CC3)c(=O)c2=O)CC1 (configuration not stated)
→ -6	-1%	-6%	2	0.9	-0.4	-2%	-21%	4
- Cn1c(=O)c2cc3ccccc3nc2n(C)c1=O
→ 6	23%[11.4 µM]	78%	0	1.2	0.5	2%	?	-6
- O=S1(=O)c2ccccc2N(Cc2ccc(Cl)cc2F)c2ccccc21
→ nt	5%[57.1 µM]	0%[57.1 µM]	-6	0.5	2.2	10%	-17%	2
- O=C(O)c1ccc2c(c1)C(=O)N(CCc1c[nH]c3ccccc13)C2=O
→ -12	0%[57.1 µM]	3%[57.1 µM]	-1	1.4	0.8	-16%	-2%	0
- O=C(NCc1ccc2c(c1)OCO2)c1cc(=O)[nH]c2ccccc12
→ nt	27%	11%	6	nt	-0.2	-2%	-24%	1
- CCOC(=O)c1c(NC(=O)c2cc3ccccc3c(=O)o2)sc2c1CCC(C(C)(C)C)C2 (configuration not stated)
→ nt	17%	2%	6	0.5	0.6	0%	-1%	-3
- CC(C)(C)NC(=O)[C@H]1CC[C@H]2[C@@H]3CC[C@H]4NC(=O)C=C[C@]4(C)[C@H]3CC[C@]12C
→ 10	13%&-1%	-3%	3	17	0.2	-2%	-16%	8&-7
- Cc1ccc(C)c(NC(=O)C2CCN(c3cc(C)nc4c(-c5ccc(Cl)cc5)c(C)nn34)CC2)c1
→ nt	26%	5%	3	-0.2	-0.1	3%	-30%	4
- COc1ccccc1N(C)S(=O)(=O)c1ccc(C)c(C(=O)NCc2ccccn2)c1
→ 16	26%	4%	-6	0.3	0.2	9%	-10%	-5
- O=c1c2ccccc2ncn1-c1ccc([N+](=O)[O-])cc1Cl
→ -18	10%[57.1 µM]	3%[57.1 µM]	-5	0.8	-0.1	7%	-9%	-1
- CCCCNC(=O)/C(C#N)=C/c1cccnc1
→ -7	6%[57.1 µM]	-3%	-1	-0.6	-0.9	3%	-2%	-3
- Cc1ccc(-c2nnc(CSc3nc4cc5c(cc4cc3C)OCO5)o2)cc1
→ 2	-16%[57.1 µM]	2%[57.1 µM]	-5	-0.4	0.0	-6%	-10%	9
- Cc1sc2nc(CSc3ccccc3)nc(N3CCOCC3)c2c1C
→ 0	-8%	-11%	0	1.6	0.4	-4%	-7%	0
- CCCS(=O)(=O)N1CCCC(C(=O)NCCCOC(C)C)C1 (configuration not stated)
→ -31	7%[57.1 µM]	11%[57.1 µM]	2	-0.2	0.6	0%	-1%	-4
- COc1ccc(NC(=O)CN(C)CC(=O)N2CC(=O)Nc3ccccc32)cc1
→ nt	18%	-1%	nt	nt	nt	-5%	-12%	0
- S=c1[nH]c2ccccc2n1CCc1ccncc1
→ nt	-2%[11.4 µM]	2%[57.1 µM]	nt	nt	nt	3%	-1%	9
- Cc1ccc(NC(=O)CN(C)C(=O)CSc2ccccc2F)cc1
→ nt	7%[57.1 µM]	-8%[57.1 µM]	nt	nt	nt	6%	-3%	-3
- CCN(CC)S(=O)(=O)c1ccc(N2CCOCC2)c(NC(=O)C(C)Oc2ccc(F)cc2)c1 (configuration not stated)
→ nt	8%	1%	-8	nt	0.4	18%	-30%	-3
- CC12CCC(C(N)C1=O)C2(C)C (configuration not stated)
→ nt	-12%	-7%	nt	nt	nt	1%	-17%	-1
- NC(=O)NCc1ccc(F)cc1
→ 3	10%[11.4 µM]	8%[11.4 µM]	-2	-1.5	0.8	9%	4%	3
- Cc1nc(C)c(C(=O)OCC(=O)NCc2ccccc2)s1
→ 3	13%	6%	-1	0.6	-0.1	-1%	-17%	-3

Bioassay records deposited in PubChem by National Center for Advancing Translational Sciences (NCATS).
